Compound activity from PubChem.
LRH-1 inv ag – inverse agonists of human LRH-1 (NR5A2); HEK293T StAR-luciferase reporter, LRH-1 transfected, 24 h; 0.13% of 360,000 active; inhibition, % at 3.6 µM; AID 602396;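 active = inhibition above the mean inhibition of all tested compounds plus 3 SD, cut at about 73% in these data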;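 note: 0% = DMSO wells and 100% = reporter-only cells lacking LRH-1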
SRC1 inh – inhibitors of human steroid receptor coactivator 1 (SRC1). 0.12% of 360,000 active. Q15788. inhibition, % at 3.6 µM. AID 588354. HEK293 GAL4-SRC1 luciferase reporter, luminescence;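 active = inhibition above the campaign mean plus 3 SD, with each screening campaign given its own cutoff, cut at about 60% in these data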;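 note: 0% = DMSO treated cells and 100% = gossypol at 36 µM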
SRC2 inh – inhibits human steroid receptor coactivator 2; HEK293 GAL4-SRC2 luciferase reporter, luminescence; 0.17% of 370,000 active; inhibition, % at 9 µM;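 active = inhibition above the mean inhibition of all tested compounds plus 3 SD, set per campaign, cut at about 52% in these data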;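 note: 0% = DMSO treated cells and 100% = cells given Gossypol at 36 µM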
SRC3 inh – human NCOA3 inhibition; Q9Y6Q9; HEK293 GAL4-SRC3 luciferase reporter, luminescence; inhibition, % at 3.6 µM; 0.17% of 360,000 active; AID 588352;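 active = inhibition above a per-campaign cutoff, the mean of all compounds plus 3 SD, cut at about 60% in these data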;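 note: 0% = DMSO-treated cells and 100% = gossypol-treated cells at 36 µM; higher means less SRC3-driven luciferase light from the GAL4 reporter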
COUP-TFII inh – inhibitors of human COUP-TFII (NR2F2); P24468; HEK293T NGFI-A luciferase reporter, luminescence; inhibition, % at 8.6 µM; 0.7% of 370,000 active; AID 686940;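 active = inhibition above a per-plate cutoff, mean inhibition of test wells between control levels plus 3 SD, cut at about 38% in these data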;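 note: cells cotransfected with COUP-TFII expression vector driving the NGFI-A reporter; 0% = median of COUP-TF2 test wells and 100% = reporter-only cells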
Vif imaging – blocks HIV Vif function | 0.35% of 340,000 active | AID 602346 | HEK293T cells, Vif self-association by quenched fluorescence, imaging, 24 h | inhibition, % at 7.49 µM; in the data active = inhibition above about 50%, passing the limit was not always enough; inconclusive = no clear call, values can overlap the other calls; inactive = below about 31%; note: some results filed as inactive read as strong as hits
NOD2-RIPK2 inh – inhibitors of human NOD2-RIPK2 interaction. CHO BLA complementation NOD2-RIPK2, CCF4 ratio. inhibition, % at 4.98 µM. 0.38% of 360,000 active. AID 624267; in the data active = inhibition above about 21%;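 note: 0% = vehicle only and 100% = reference blocker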
TRAIL sens C8 – sensitizes caspase-8 expressing cells to TRAIL; 1% of 360,000 active; inhibition (viability loss, TRAIL sensitization), % at 10 µM; AID 624354; NB7+C8 cells + TRAIL, ATPlite viability luminescence;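 active = compounds causing at least 50% loss of cell viability in the single-dose screen, relative to plate controls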
EBV LMP1 NFkB – inhibitors of Epstein-Barr LMP1-induced NF-kappaB reporter; LMP1-induced NF-kappaB luciferase reporter cells, luminescence; inhibition, % at 12.5 µM; 0.69% of 350,000 active; AID 504558; in the data active = inhibition above about 41%; inconclusive = no clear call, values can overlap the other calls;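 note: 0% = neutral control wells and 100% = reference inhibitor control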
TROY signal inh – inhibitors of TROY-dependent NF-kB signaling | 0.98% of 360,000 active | inhibition, % at 10 µM | Q293 LMP1-TROYcd NF-kB luciferase reporter, 4 h;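 active = compounds whose plate-normalised and pattern-corrected inhibition of the luciferase reporter signal at the single screening dose is 50% or more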
TLR9-MyD88 block – TLR9-MyD88 interaction inhibition; Q9NR96+Q99836; 0.21% of 340,000 active; CHO BLA complementation TLR9-MyD88, CCF4 FRET ratio; inhibition, % at 4.98 µM;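 active = inhibition above the mean over all tested compounds plus 3 SD, cut at about 21% in these data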;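 note: 0% = DMSO only wells and 100% = clavulanate BLA inhibitor control wells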
Target sequence (Q99836 whole entry, looked up): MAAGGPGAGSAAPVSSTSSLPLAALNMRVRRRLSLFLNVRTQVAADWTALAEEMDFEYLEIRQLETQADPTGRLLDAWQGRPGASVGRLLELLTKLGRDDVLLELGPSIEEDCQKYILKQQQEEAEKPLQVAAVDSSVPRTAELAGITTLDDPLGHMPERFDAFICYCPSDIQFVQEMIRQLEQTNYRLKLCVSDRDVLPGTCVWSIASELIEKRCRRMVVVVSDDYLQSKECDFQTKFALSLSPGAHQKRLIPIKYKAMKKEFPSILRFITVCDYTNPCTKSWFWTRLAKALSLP
Target sequence (Q9NR96 whole entry, looked up): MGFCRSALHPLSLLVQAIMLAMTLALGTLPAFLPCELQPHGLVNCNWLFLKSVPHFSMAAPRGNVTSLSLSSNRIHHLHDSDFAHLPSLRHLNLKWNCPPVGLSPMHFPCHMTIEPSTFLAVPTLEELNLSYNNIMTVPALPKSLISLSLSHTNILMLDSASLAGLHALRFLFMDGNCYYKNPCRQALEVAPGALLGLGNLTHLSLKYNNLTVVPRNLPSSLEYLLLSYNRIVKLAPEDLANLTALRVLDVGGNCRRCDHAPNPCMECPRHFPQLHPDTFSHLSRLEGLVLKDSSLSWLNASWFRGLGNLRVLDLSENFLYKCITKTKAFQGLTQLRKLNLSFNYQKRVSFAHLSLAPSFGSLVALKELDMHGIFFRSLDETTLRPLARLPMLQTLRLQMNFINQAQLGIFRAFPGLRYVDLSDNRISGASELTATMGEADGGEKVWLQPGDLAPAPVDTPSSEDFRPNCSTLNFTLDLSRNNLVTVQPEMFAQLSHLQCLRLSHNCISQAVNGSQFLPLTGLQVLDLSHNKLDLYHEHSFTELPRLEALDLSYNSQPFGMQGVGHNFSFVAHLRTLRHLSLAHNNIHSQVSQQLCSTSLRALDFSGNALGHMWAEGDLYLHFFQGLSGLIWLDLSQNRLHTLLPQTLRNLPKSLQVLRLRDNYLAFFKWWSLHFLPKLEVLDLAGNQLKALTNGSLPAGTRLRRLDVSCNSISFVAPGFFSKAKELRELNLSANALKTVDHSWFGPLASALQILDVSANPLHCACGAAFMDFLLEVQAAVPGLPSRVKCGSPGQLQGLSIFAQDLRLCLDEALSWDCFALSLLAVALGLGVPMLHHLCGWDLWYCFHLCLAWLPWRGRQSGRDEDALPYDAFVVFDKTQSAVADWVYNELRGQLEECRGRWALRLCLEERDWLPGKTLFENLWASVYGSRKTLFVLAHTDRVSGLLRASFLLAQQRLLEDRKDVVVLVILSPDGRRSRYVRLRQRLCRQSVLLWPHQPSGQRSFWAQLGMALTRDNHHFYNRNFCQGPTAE
Numbers without * were called inactive; ? = inconclusive; . = not tested or not shown. Some of the compounds tested; the hit share may differ from the screen's.

The line under a structure holds: LRH-1 inv ag, SRC1 inh, SRC2 inh, SRC3 inh, COUP-TFII inh, Vif imaging, NOD2-RIPK2 inh, TRAIL sens C8, EBV LMP1 NFkB, TROY signal inh, TLR9-MyD88 block
O=C(NCc1ccccn1)c1cc(S(=O)(=O)N2CCN(c3ccccc3)CC2)ccc1Cl
 : 17, 0, 17, 3, -3, -12, 2, -19, 4, 11, -3
COc1ccc([N+](=O)[O-])cc1NS(=O)(=O)c1cc(C(=O)O)ccc1OC
 : 6, -3, -27, 9, 9, 8, -12, 9, -4, -6, -12
COc1cccc(-c2n[nH]c(=S)n2Cc2ccco2)c1
 : 0, -4, -7, 11, 13, -8, -1, -10, 1, -12, -2
Cc1ccc(S(=O)(=O)N2CN(Cc3ccco3)c3nc4ccccc4nc32)cc1C
 : 6, -27, 1, 0, 5, 12, -5, -4, -7, 16, 8
COc1ccc(OCC(=O)N/N=C(/C)Cc2ccccc2)cc1
 : 18, -72, -9, -12, 19, -12, -10, 1, 4, -3, 12
CCC1Cc2[nH]c(=S)[nH]c(=O)c2C(c2ccc(F)cc2)O1 (stereo not drawn)
 : -1, -4, 17, 18, 3, ., 12, -1, ., -4, .
CC(=O)Nc1c(-c2ccc(C)cc2)nc2ccc(Cl)cn12
 : -9, 8, -27, -8, -18, ?, -9, -4, 6, -16, 5
COc1ccc(CN2C(=O)C(CC(=O)NCCc3ccccn3)CC(C(=O)N(C(C)C)C(C)C)=C2C)cc1 (stereo not drawn)
 : -26, 8, 20, -1, 7, -2, 7, -5, -3, 5, -4
Cc1ccc2nc(NC(=O)CSCC(=O)OCC(=O)c3ccc(Br)cc3)sc2c1
 : -1, 2, 44, 36, 40*, 1, 2, 23, 29, 64*, 6
Cc1c(/C=C2\SC(=Nc3cccc(C(=O)O)c3)NC2=O)c2ccccc2n1C
 : -1, -4, 6, 11, 1, -1, -4, -37, -1, -17, -8
COc1ccc(C)cc1NC(=O)NNC(=O)C1CCC(C(C)(C)C)CC1 (stereo not drawn)
 : -25, 0, 15, 19, 18, -6, -1, -10, 6, 12, -1
CCOC(=O)CNS(=O)(=O)c1ccc(C)cc1
 : -2, 1, -2, 0, -2, -1, 6, 11, 4, -1, 2
C[C@@H]1CN([C@@H](C)CO)C(=O)c2cc(Br)cnc2O[C@H]1CN(C)C(=O)c1ccccc1F
 : 12, -14, 23, 15, 0, -3, -2, -2, -6, 1, -6
CCN(CC)Cc1c(C(=O)N/N=C(\C)c2ccncc2)nnn1-c1nonc1N
 : 23, 3, 3, 8, 10, -2, 6, 1, 11, 13, 5
S=c1[nH]nc(-c2cc(-c3ccccc3)n[nH]2)n1/N=C/c1ccccc1
 : 11, -2, 9, 13, -11, -1, -1, -16, -8, -22, 8
CCC(c1nnnn1C1CCCC1)N1CCC(C(N)=O)CC1 (stereo not drawn)
 : -2, -22, -1, -4, -15, 1, -3, -5, 1, -7, .
Cc1onc(-c2ccccc2Cl)c1C(=O)O/N=C(\N)c1ccccc1
 : 39, -5, 11, 18, 14, -14, 4, 92*, 1, 21, 8
S=c1[nH]nc(-c2ccc3ccccc3n2)n1-c1ccccc1
 : 26, -63, -12, 12, -5, 5, -8, -6, 6, -16, -6
CC(C(=O)Nc1nc2ccccc2s1)n1cc([N+](=O)[O-])cn1 (stereo not drawn)
 : 1, 2, -14, 15, -9, 4, 4, -7, 0, 0, 5
CC(C)CN(CC(C)C)C(=S)NC1CCCCC1
 : 6, 12, 15, 12, 12, 1, -5, 4, 1, -11, 1

In a second layout: nine of the compounds above
Compound	LRH-1 inv ag	SRC1 inh	SRC2 inh	SRC3 inh	COUP-TFII inh	Vif imaging	NOD2-RIPK2 inh	TRAIL sens C8	EBV LMP1 NFkB	TROY signal inh	TLR9-MyD88 block
O=C(NCc1ccccn1)c1cc(S(=O)(=O)N2CCN(c3ccccc3)CC2)ccc1Cl	17	0	17	3	-3	-12	2	-19	4	11	-3
COc1ccc([N+](=O)[O-])cc1NS(=O)(=O)c1cc(C(=O)O)ccc1OC	6	-3	-27	9	9	8	-12	9	-4	-6	-12
COc1cccc(-c2n[nH]c(=S)n2Cc2ccco2)c1	0	-4	-7	11	13	-8	-1	-10	1	-12	-2
Cc1ccc(S(=O)(=O)N2CN(Cc3ccco3)c3nc4ccccc4nc32)cc1C	6	-27	1	0	5	12	-5	-4	-7	16	8
COc1ccc(OCC(=O)N/N=C(/C)Cc2ccccc2)cc1	18	-72	-9	-12	19	-12	-10	1	4	-3	12
CCC1Cc2[nH]c(=S)[nH]c(=O)c2C(c2ccc(F)cc2)O1 (stereo not drawn)	-1	-4	17	18	3	.	12	-1	.	-4	.
CC(=O)Nc1c(-c2ccc(C)cc2)nc2ccc(Cl)cn12	-9	8	-27	-8	-18	?	-9	-4	6	-16	5
COc1ccc(CN2C(=O)C(CC(=O)NCCc3ccccn3)CC(C(=O)N(C(C)C)C(C)C)=C2C)cc1 (stereo not drawn)	-26	8	20	-1	7	-2	7	-5	-3	5	-4
Cc1ccc2nc(NC(=O)CSCC(=O)OCC(=O)c3ccc(Br)cc3)sc2c1	-1	2	44	36	40*	1	2	23	29	64*	6

New compounds follow
The line under a structure holds: LRH-1 inv ag, SRC1 inh, SRC2 inh, SRC3 inh, COUP-TFII inh, Vif imaging, NOD2-RIPK2 inh, TRAIL sens C8, EBV LMP1 NFkB, TROY signal inh, TLR9-MyD88 block
COc1ccccc1NC(=O)C(C)OC(=O)C1CC(=O)N(Cc2ccco2)C1 (stereo not drawn)
 : 6, -4, 11, -9, -1, -3, -8, -7, 3, -8, -11
Cc1ccc(S(=O)(=O)NCCNc2ccc([N+](=O)[O-])cc2C(F)(F)F)cc1
 : 4, -2, 11, 4, -5, -6, 1, -7, 0, -3, 4
O=c1c2ccccc2c(C=Nc2ccc(O)cc2)c(O)n1Cc1ccccc1
 : -18, -19, -5, 4, -17, -13, -1, -1, -17, -40, -1
O=C(N/N=C/c1ccco1)c1ccn[nH]1
 : -105, -47, 1, -35, -25, 2, -6, 2, 0, -43, -1
Fc1c(F)c(C(F)(F)F)c(F)c(F)c1N/N=C\c1cccs1
 : 13, -3, 5, 19, 3, 5, 12, 5, -6, 40, 0
COc1cc(/C=C/C(=O)O[C@H]2[C@H](O[C@@H]3O[C@@H](C)[C@H](O)[C@@H](O)[C@H]3O)[C@@H](O)[C@H](OCCc3ccc(O)c(OC)c3)O[C@@H]2CO)ccc1O
 : -2, -2, -12, -4, 6, -4, -13, -12, 2, 7, 3
CN1CC=C2C(C#N)=C(N)C(C#N)(C#N)C(CCc3ccccc3)C2C1 (stereo not drawn)
 : -11, 6, ., -4, ., ., -6, -5, -12, 4, -2
Cc1nc2ccc(NC(=O)c3cccc(S(=O)(=O)N(C)c4ccccc4)c3)cc2s1
 : 0, 8, ., 21, ., -15, -3, 9, 26, 60*, 5
O=C(Oc1c(CN2CCOCC2)cc(Cl)c2cccnc12)c1ccccc1Br
 : -11, 4, 24, 27, 25, 9, 3, 55*, 20, 5, 4
CCSc1nnc(NC(=O)[C@@H](NC(=O)c2ccccc2)C(C)C)s1
 : 4, 11, -12, 17, 8, 5, -4, -3, -9, -14, -10
NC(=O)C1CCCN(CC(O)COCc2ccc(Cl)cc2)C1 (stereo not drawn)
 : 12, -1, -6, 3, -2, -4, -18, -19, -5, -5, -4
CCN(Cc1ccc2c(c1)OCO2)C(=O)CSc1nc(C)nc2sc(C)c(C)c12
 : -17, 7, 7, -5, -6, -8, -4, 0, -1, 57*, 6
CCN(CC)C(=O)c1cccc(NC(=O)c2ccccc2OCc2c(C)noc2C)c1
 : 2, -8, -12, 7, -39, -2, -12, -5, 1, -12, -13
CN(C)C(=O)c1cn(-c2ccccc2)nc1-c1cc2ccccc2oc1=O
 : 16, 0, -2, 9, -17, -5, 4, -1, 7, -4, -6
COc1cc(CNC(=O)c2cc3ccccc3oc2=O)cc(OC)c1OC
 : 4, -22, -3, 18, 8, ?, -7, -10, 10, 4, 1
COc1ccccc1C(=O)C1CCCN(Cc2cccc(OCCO)c2)C1 (stereo not drawn)
 : -3, -1, -13, -3, 3, -4, 0, 8, -8, -8, 6
CC(=O)Nc1ccc(/C=C(\C#N)C(=O)NCc2ccccc2)cc1
 : 9, -4, -5, 10, -12, 3, 6, 1, -15, 3, 3
O=C(Nc1ccc(Nc2ccncc2)cc1)c1ccc(Nc2ccnc3ccc([N+](=O)[O-])cc23)cc1
 : -6, -1, 6, -2, 9, -2, -1, -11, -10, -2, -6
C/C(=N\NC(=O)Cc1ccc(F)cc1)c1ccc(O)cc1
 : -22, -14, -20, -3, -4, ., -1, 1, 4, 5, 1
COc1c(-c2ccccc2)oc2c(ccc3occc32)c1=O
 : 13, 2, -34, 20, 12, -7, -20, 5, 8, -3, 11

Next section.
The line under a structure holds: LRH-1 inv ag, SRC1 inh, SRC2 inh, SRC3 inh, COUP-TFII inh, Vif imaging, NOD2-RIPK2 inh, TRAIL sens C8, EBV LMP1 NFkB, TROY signal inh, TLR9-MyD88 block
N=c1c2c3c(sc2ncn1CCN1CCOCC1)CCCC3
 : 26, -17, 19, 1, 16, 1, -5, 2, -4, 3, 0
O=C(CCNC(=O)Cn1ccc2ccccc2c1=O)NCCCN1CCOCC1
 : -1, 10, -5, 24, 9, -5, -3, -12, -3, 25, 1
CCCCc1ccc(Nc2nc(CCC)cc(=O)[nH]2)cc1
 : 18, 0, 15, -5, 16, -8, -2, -3, 4, 6, -3
C[C@H](CO)N1C[C@H](C)[C@H](CN(C)C(=O)Nc2ccc(C(F)(F)F)cc2)Oc2c(NC(=O)c3ccncc3)cccc2C1=O
 : 8, -7, -4, 13, 5, -5, 12, 33, 5, 3, -3
COC(CNC(=O)CNC(=S)N(CCCN1CCOCC1)Cc1cccs1)OC
 : 4, 3, -1, -10, 5, 2, -6, -7, -3, 2, -3
CCOC(=O)c1nnc(-c2ccc(C)cc2)nc1Sc1cccc(Cl)c1
 : 6, -1, 16, 10, 14, 2, -10, -2, 3, -22, -7
